Assay outcomes (PubChem)
NPR1 activator: GC-A (human) enzyme activation | hit rate 0.14% among 370,000 | HEK293 GC-A cells, cGMP TR-FRET, EC30 ANP; 0% at EC30 ANP, 100% saturating ANP | activation, % at 10 µM | P16066 | AID 1671463; in the data active = activation above about 40%
MBD2 inh: inhibitors of human MBD2 binding to methylated oligonucleotide. AID 686964. hit rate 0.31% among 370,000. inhibition, % at 4.4 µM. Q9UBB5. TR-FRET; in the data active = inhibition above about 13%
Target sequence (Q9UBB5 whole entry, looked up): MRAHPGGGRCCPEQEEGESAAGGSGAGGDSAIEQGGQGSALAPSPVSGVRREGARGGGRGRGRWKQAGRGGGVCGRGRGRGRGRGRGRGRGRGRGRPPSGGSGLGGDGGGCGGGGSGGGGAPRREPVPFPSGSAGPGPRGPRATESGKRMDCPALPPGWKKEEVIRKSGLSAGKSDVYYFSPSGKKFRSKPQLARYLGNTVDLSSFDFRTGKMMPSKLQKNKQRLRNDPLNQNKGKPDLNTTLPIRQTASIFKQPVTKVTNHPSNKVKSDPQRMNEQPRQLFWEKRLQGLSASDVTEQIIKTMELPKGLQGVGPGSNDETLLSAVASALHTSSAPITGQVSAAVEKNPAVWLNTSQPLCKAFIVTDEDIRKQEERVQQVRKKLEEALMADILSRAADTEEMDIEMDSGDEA
NPR2 activator: GC-B (human) receptor activation; hit rate 0.11% among 370,000; HEK293-GC-B cells, CNP EC30, cGMP TR-FRET; 0% at EC30 CNP, 100% saturating CNP; activation, % at 10 µM; AID 1920062; P20594;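 active = activation at 10 µM reaching about 35% in either raw or pattern-adjusted values, limit read from the data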
SIAE inh: human SIAE inhibition, primary screen; Q9HAT2; inhibition, % at 9.66 µM; SIAE FP-Rh probe binding, fluorescence polarization; hit rate 0.69% among 370,000;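 active = inhibition above a cutoff: mean of compounds within the control limits plus 3 SD of those, cut at about 17% in these data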;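 note: 0% = plate median of compound wells and 100% = probe without SIAE protein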
rCAG binder: r(CAG) repeat RNA binding | TO-PRO-1 dye displacement fluorescence | inhibition, % at 3 µM | hit rate 1.3% among 370,000 | AID 651821;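 active = inhibition above the plate cutoff, the mean of all test compounds on that plate plus 3 SD, cut at about 35% in these data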;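 note: 0% = DMSO alone and 100% = 100 µM mitoxantrone as full dye displacement; higher means more dye released from RNA so lower well fluorescence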
HTRA1 inhibitor: inhibitors of human serine peptidase HTRA1; Q92743; recombinant HTRA1, FP-rhodamine activity-based probe, fluorescence polarization; inhibition, % at 5.96 µM; hit rate 0.5% among 340,000; in the data active = inhibition above about 36%;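 note: 0% = enzyme with DMSO and 100% = wells lacking enzyme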
PRMT1 FP inh: blocks human protein arginine methyltransferase 1; Q99873; recombinant PRMT1, activity-based probe fluorescence polarization; inhibition, % at 2.79 µM; hit rate 1.3% among 370,000;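 active = inhibition above about 21% made by adding two undisclosed values, limit read from the data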
Target sequence (Q99873 whole entry, looked up): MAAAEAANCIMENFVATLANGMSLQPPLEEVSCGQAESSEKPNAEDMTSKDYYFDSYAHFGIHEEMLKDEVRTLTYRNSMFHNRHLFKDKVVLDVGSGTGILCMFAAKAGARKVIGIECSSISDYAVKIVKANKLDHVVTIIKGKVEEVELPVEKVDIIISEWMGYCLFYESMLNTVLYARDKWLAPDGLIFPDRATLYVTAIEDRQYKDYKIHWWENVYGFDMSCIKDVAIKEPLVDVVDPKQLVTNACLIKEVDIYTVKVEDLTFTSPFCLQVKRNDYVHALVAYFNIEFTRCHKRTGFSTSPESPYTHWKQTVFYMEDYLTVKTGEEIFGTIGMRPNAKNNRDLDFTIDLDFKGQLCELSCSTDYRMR
UHRF1 MBD2 ctr: UHRF1 methyl-DNA binding inhibition. Q96T88. UHRF1 binding to methylated oligo, TR-FRET. inhibition, % at 4.4 µM. hit rate 0.75% among 370,000. AID 687016; in the data active = inhibition above about 21%;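 note: UHRF1 SRA domain binding a hemimethylated CpG hairpin DNA probe; 0% = median of test compound wells and 100% = reference inhibitor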
TCR CD3 inh: inhibitors of human TCR-CD3 interaction | TAMRA-labeled TCR probe fluorescence, biochemical | hit rate 0.37% among 360,000 | AID 651800 | inhibition, % at 9.4 µM; in the data active = inhibition above about 19%;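 note: recombinant mutant TCR 2C K166C tagged with TAMRA read by polarization; 0% = receptor in buffer alone and 100% = receptor with positive control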
ABHD4 inh: inhibitors of mouse ABHD4. purified mABHD4, FP-Rh probe fluorescence polarization. inhibition, % at 8.92 µM. Q8VD66. hit rate 0.54% among 370,000;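 active = inhibition exceeding the mean over every tested compound plus 3 SD, cut at about 30% in these data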;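 note: 0% = plate median of compound wells and 100% = S159A mutant with DMSO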
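Test system: mABHD4 protein | Buffer or medium: HEPES pH 7.0 buffer, 150 mM NaCl, 0.01% Pluronic F-127 | Probe or stimulus: FP-Rh fluorescent activity-based probe, added after compound pre-incubation | Timing: Pre-incubation 45 min, probe exposure 60 min, at 25 °C | Technique: Fluorescence polarization, excitation 525 nm, emission 598 nm, BODIPY TMR filters | Repeats: Single well per compound (singlicate)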
* = called active by the depositor; . = no result given. These rows are one share of the data; rates above refer to the full screens.

SMILES	NPR1 activator	MBD2 inh	NPR2 activator	SIAE inh	rCAG binder	HTRA1 inhibitor	PRMT1 FP inh	UHRF1 MBD2 ctr	TCR CD3 inh	ABHD4 inh
O=C(NCCCc1ccccc1)c1ccc(-n2cncn2)c([N+](=O)[O-])c1	-5	2	-5	4	0	1	-1	1	-5	9
COc1cc(NC(=O)CN(C)S(=O)(=O)c2ccc3nc(C)sc3c2)cc(OC)c1	-8	0	-8	-9	1	1	3	0	3	-2
COc1cccc2sc3ccc(NCCC4CCCN4C)cc3c(=O)c12 (stereo not given)	-3	-6	-2	1	4	3	5	-17	-2	18
CC1CCCN(C(=O)COc2ccc(-c3ccccc3)cc2)C1 (stereo not given)	6	-1	0	4	-4	-10	-2	0	3	-4
Cc1ccc(C)c(OCCCNC2CCCC2)c1C	-3	-2	-3	0	4	-7	-2	0	-7	12
O=C1CCC[C@@H]2[C@H]3CCC[N+]4([O-])CCC[C@@H](CN12)[C@@H]34 (stereo not given in full)	1	-3	4	0	0	12	0	0	8	0
O=C(c1ccncc1)N1N=C(C2CC2)CC1(O)C(F)(F)F (stereo not given)	-2	2	3	2	3	2	-1	-1	1	2
COC(=O)c1ccc([C@H]2C=C(C(=O)O)O[C@@H](OCc3ccc(CO)cc3)C2)cc1	0	-1	2	-1	7	-9	3	4	-4	-6
CCCCCCCCC1CC(C(=O)Nc2ccccc2)C(=O)O1 (stereo not given)	11	4	-3	-5	3	-30	1	-1	3	-24
Cc1cccc(-c2nnc(SCC(=O)Nc3cccc4ccccc34)n2Cc2ccco2)c1	-6	-5	-9	-6	4	.	4	-2	.	-5
COc1cccc(CN2CCN(Cc3nc(-c4cccc(F)c4F)oc3C)CC2=O)c1	-1	-2	1	6	-1	-10	-1	7	0	-2
CC(C)Cc1nnc(NC(=O)c2cccc(S(=O)(=O)N3CCN(C)CC3)c2)s1	3	0	2	-6	2	-2	-2	1	1	-11
CCN(CC(=O)Nc1ccc2c(c1)OCO2)CC(=O)Nc1ccccc1C(F)(F)F	-3	-6	-8	5	-3	8	-3	-4	8	1
COc1ccc(Br)cc1/C=N/NC(=O)c1cc(OC)c(OC)c(OC)c1	0	3	4	-15	6	-20	5	-2	0	-19
CCCCNC(C(=O)Nc1ccc(Cl)c([N+](=O)[O-])c1)c1ccccc1 (stereo not given)	0	3	-4	2	-1	-19	3	0	-7	4
COC(=O)c1cccc(NC(=O)c2ccc(OC)c(Cl)c2)c1	2	3	1	-5	0	-11	1	11	8	-7
COc1cccc(CNC(=O)C2CCCN(S(C)(=O)=O)C2)c1 (stereo not given)	1	2	7	2	-2	2	-2	-5	-5	-2
FC(F)(F)c1nnc2n1N=C(c1ccccc1)CS2	2	0	5	-1	-2	3	0	5	7	2
CCCNC(=O)c1cc2c(c(-c3cccc(-c4cc5ccccc5o4)c3)n1)[C@H](CCO)N(C(=O)NC(C)C)C2	10	4	9	-10	12	.	-2	2	-3	-17
CC1(C)Cc2c(sc3c2c(=N)n(Cc2ccco2)c(=O)n3Cc2ccc(Cl)cc2)CO1	24	1	35*	-5	4	-48	0	-2	-2	0
OCC(CO)(CO)n1cnnn1	1	6	-1	0	1	-3	3	0	-4	6
CCCCCCCCN1C(=O)[C@@H](CC(=O)NCc2cccc3ccccc23)C[C@@]2(C(=O)OC)C1=C[C@H](C(C)C)O[C@@H]2C1CC1	-4	-3	9	-9	1	.	-1	-1	.	-4
COc1ccc(NC(=O)c2ccco2)cc1NC(=O)c1cc2ccccc2o1	14	11	6	-2	6	-12	3	10	2	-5
O=C(Nc1ccc2c(c1)OCO2)C1CC(=O)N(CCc2ccccc2)C1 (stereo not given)	-1	3	2	2	6	1	-4	0	2	2
O=C1NCCN/C1=C\C(=O)c1ccc(Cl)cc1	41*	1	-2	-4	-1	.	4	-2	2	-15
O=C(NCCCNc1ccnc2cc(Cl)ccc12)c1ccccc1F	-5	0	-6	5	8	0	-2	-1	0	-2
COc1ccccc1-c1nc2cc3ccccc3cc2nc1-c1ccccc1OC	-4	-5	0	-2	1	-4	-6	0	11	-2
CCOc1ccccc1NC(=O)C1CCCCN1S(=O)(=O)c1ccc(F)cc1 (stereo not given)	-4	-8	-3	1	-6	0	-2	-1	2	-6
Oc1cccc(C(=S)N2CCCCC2)c1	5	-1	0	0	-3	3	2	-2	-3	1
Cc1noc(C)c1COc1ccccc1C(=O)N(C)CC(=O)Nc1ccc(F)cc1	1	5	-2	-2	-3	-3	3	0	-3	-1
COc1ccc(S(=O)(=O)NCc2cccs2)cc1	2	6	-4	6	1	6	-2	48*	7	3
CC(C)(C)c1csc(CS(=O)(=O)c2ccccn2)n1	2	2	3	-2	-5	5	13	5	-1	-10
O=C(c1cc(COc2cccc3cccnc23)on1)N1CCC[C@H]1CO	8	0	4	8	0	1	-4	-3	0	-3
Cc1ccc(-c2ccc(SCC(=O)Nc3nonc3C)nn2)cc1	3	7	-1	-7	4	-10	4	6	-7	2
CC1(C)Cc2ccccc2C(=NCCCC(=O)O)N1	3	0	1	3	2	0	-2	1	6	4
CN(CC(=O)Nc1ccccc1Cl)C(=O)COC(=O)c1ccc(Cl)cc1[N+](=O)[O-]	-1	5	-4	-7	-3	-1	1	1	0	8
Cc1ccc2c(c1)NC(=O)CC(c1ccccc1)=N2	3	-4	9	-6	3	-9	-1	5	-5	8
Cc1ccn2c(=O)nc(SCC(=O)NC3CCCCC3)nc2c1	2	2	3	6	1	2	-2	-3	2	1
N#C/C(=C\c1ccc([N+](=O)[O-])cc1)c1nc(C2CC2)cs1	1	-2	-4	3	2	1	-2	-2	0	-3
CCCc1nc2c(c(=O)c3ccccc3n2C)c(=O)n1-c1ccc(F)cc1	5	-4	-2	1	3	1	1	1	9	14
Cc1c(C(=O)Nc2nonc2-c2ccc(F)cc2)oc2ccc(F)cc12	3	-4	-5	-3	14	-41	1	0	6	-34
CCSc1nc(C(F)(F)F)cc(=O)n1-c1ccccc1	7	7	-5	-8	-1	-6	7	4	-6	-12
CSc1ccc(C(O)c2ncc(-c3ccccc3F)[nH]2)cc1 (stereo not given)	1	0	-2	2	2	.	-1	0	16	-4
O=C(NC1CCCCC1)c1ccc(CN2CCOCC2)cc1	-1	5	0	4	2	0	-3	0	2	0
COC(=O)CC(NC(=O)c1ccc(C)cc1)c1ccc2c(c1)OCO2 (stereo not given)	1	-2	-5	12	-5	-7	-2	0	-1	-4
CCN(CC)S(=O)(=O)c1ccc(N2CCCC2)c(NC(=O)c2nn(C)c(=O)c3ccccc23)c1	1	0	4	-1	7	-12	2	0	2	12
CCOc1ccc(C(=O)NCC(=O)NCC(c2ccco2)N2CCCCC2)cc1OCC (stereo not given)	3	-1	3	-7	-4	-1	0	-1	0	1
Cc1cccc(C)c1NC(=O)C(C)n1c(-c2ccc(=O)[nH]c2)nc2ccccc21 (stereo not given)	3	1	0	2	3	.	6	-5	-5	9
Cc1cccc(NC(=O)NC2CCCCCCC2)c1	2	-2	-3	6	-5	-16	-1	-2	0	-11
Cc1c(Nc2ccc3nonc3c2[N+](=O)[O-])c(=O)n(-c2ccccc2)n1C	0	-12	0	6	-2	4	-2	-7	8	3
CC(NC(=O)Cn1c(=O)[nH]c2ccsc2c1=O)C12CC3CC(CC(C3)C1)C2 (stereo not given)	-7	2	-6	1	2	-3	2	1	-5	-7
O=C(O)COc1ccccc1/C=N/NC(=O)CSc1nc2ccccc2n1Cc1ccccc1	0	-1	1	-6	45*	-13	3	-1	7	0
CC(C)CCN(C(=O)C1CSC2(C)CCC(=O)N12)c1c(N)n(Cc2ccccc2)c(=O)[nH]c1=O (stereo not given)	3	11	6	-1	1	2	12	17	-7	-5
O=C(C1CC1)N1CCc2cc(S(=O)(=O)NCC3COc4ccccc4O3)ccc21 (stereo not given)	3	-4	3	-2	4	-8	-1	-2	11	0
C=CCNC(=S)N(C)[C@H]1C[C@H]2c3[nH]c4c(-c5ccccc5)cccc4c3CCN2C(=O)[C@H]1[C@H](C)O	-12	6	-9	6	5	.	5	0	0	1
Cc1n[nH]c(C)c1S(=O)(=O)N1CCCC(C(=O)NC2CCCc3ccccc32)C1 (stereo not given)	-1	1	-9	2	6	-3	-1	3	-4	-4
COc1ccc(-n2cc(-c3ccc(OC)c(OC)c3)[nH]c2=S)cc1	-1	4	-4	4	4	-1	13	-1	2	8
COC(=O)c1ccccc1NC(=O)C1CCN(S(=O)(=O)c2cc(C)ccc2OC)CC1	-1	-2	-3	-3	1	-10	2	2	-4	-3
Cc1ccc(/C=C2\SC(=S)N(CCC(=O)NNS(=O)(=O)c3ccc(C)cc3)C2=O)cc1	-4	-1	-11	2	10	-6	-3	-1	-5	7
CC(=O)Oc1ccccc1/C=C/c1ccc2ccccc2[n+]1C	-9	-9	-4	7	-1	8	-4	-11	5	6

Reprinted at random: 5 entries already listed, in no set order.
SMILES	NPR1 activator	MBD2 inh	NPR2 activator	SIAE inh	rCAG binder	HTRA1 inhibitor	PRMT1 FP inh	UHRF1 MBD2 ctr	TCR CD3 inh	ABHD4 inh
COc1ccc(-n2cc(-c3ccc(OC)c(OC)c3)[nH]c2=S)cc1	-1	4	-4	4	4	-1	13	-1	2	8
Cc1cccc(C)c1NC(=O)C(C)n1c(-c2ccc(=O)[nH]c2)nc2ccccc21 (stereo not given)	3	1	0	2	3	.	6	-5	-5	9
C=CCNC(=S)N(C)[C@H]1C[C@H]2c3[nH]c4c(-c5ccccc5)cccc4c3CCN2C(=O)[C@H]1[C@H](C)O	-12	6	-9	6	5	.	5	0	0	1
O=C(O)COc1ccccc1/C=N/NC(=O)CSc1nc2ccccc2n1Cc1ccccc1	0	-1	1	-6	45*	-13	3	-1	7	0
CC(=O)Oc1ccccc1/C=C/c1ccc2ccccc2[n+]1C	-9	-9	-4	7	-1	8	-4	-11	5	6

New compounds follow:
SMILES	NPR1 activator	MBD2 inh	NPR2 activator	SIAE inh	rCAG binder	HTRA1 inhibitor	PRMT1 FP inh	UHRF1 MBD2 ctr	TCR CD3 inh	ABHD4 inh
CCOc1ccc(NC(=O)COc2ccc(C(=O)NCc3cccnc3)cc2OC)cc1	2	-4	-2	-4	-4	1	-2	1	4	-1
CCC(C)(C)n1nnnc1C(C(C)C)N1CCN(C(=O)c2ccco2)CC1 (stereo not given)	6	-2	1	-4	-5	-3	-1	-3	2	1
CCN(C[C@H]1N[C@@](C)(C(=O)OC)[C@H]2C(=O)N(Cc3ccccc3)C(=O)[C@@H]12)C(=O)c1ccc(F)cc1	-2	-6	-1	2	-2	3	-4	0	3	5
S=c1[nH]nc(-c2n[nH]c3c2CCC3)n1N=Cc1ccco1	0	7	-5	14	4	.	12	0	.	10
CCCN(CCC)c1nc2ccccc2nc1C(C#N)C(=O)OC(C)COC (stereo not given)	2	-1	4	-4	-5	.	-2	-5	3	3
Cc1c(NC(=O)c2ccccc2NC(=O)COc2ccccc2)cccc1C(=O)O	0	4	3	-3	0	1	3	1	-4	-1
Cc1ccc(-c2noc(CCC(=O)Nc3ccc(C)cn3)n2)cc1	-4	-7	-10	9	-1	-3	0	1	-3	5
Cc1ccccc1NC(=O)COC(=O)c1ccc(S(C)(=O)=O)c([N+](=O)[O-])c1	18	-3	11	1	-2	-10	1	-3	-1	3
COc1c(F)c(F)c(C(=O)O)c(Nc2cc(C)cc(C)c2)c1F	-2	0	5	-3	4	3	2	3	-8	2
Cc1nc(C)c(-c2ccc(SCC(=O)Nc3ccc(F)cc3F)nn2)s1	-1	0	-7	16	-3	-7	2	-2	4	-2
